Assay outcomes (PubChem)
Vif-APOBEC3F blk: qHTS for Inhibitors of Vif-A3F Interactions: qHTS | HeLa A3F-eYFP + Vif (tagged APOBEC3F with the HIV-1 protein that degrades it), YFP fluorescence increase | Potency, µM (series often up to 46.1 µM), for the others: at the highest dose activity, negative = active | 390,000 compounds, 0.2% hits | AID 602313, 2012; further: potency means the concentration at half of the fitted maximal effect; % of control where 0% means no effect; nearly all actives have a fitted effect of over 65% in size
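HeLa cells stably expressing Vif plus C-terminally eYFP-tagged A3F were seeded, incubated overnight at 37 deg C, dosed with compound, incubated overnight again at 37 deg C. Yellow fluorescence (Ex 488/Em 500-530) reported blocked Vif-mediated A3F-eYFP degradation.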
rTrxR1 inhibitor: qHTS Assay for Inhibitors of Mammalian Selenoprotein Thioredoxin Reductase 1 (TrxR1): qHTS | recombinant rTrxR1, NADPH fluorescence consumption, selenite substrate | Thioredoxin reductase 1, cytoplasmic (Rattus norvegicus), O89049 | Potency, µM (highest dose often 114 µM), for inactives: top-dose activity change, negative = inhibition, usual class: inhibitors | 390,000 compounds, 1% hits; further: potency means the concentration at half of the fitted maximal effect; on the % scale 0 is the no-effect control and ±100 the full control effect; nearly all actives have a fitted effect of over 65% in size
Target sequence (O89049 whole entry, looked up): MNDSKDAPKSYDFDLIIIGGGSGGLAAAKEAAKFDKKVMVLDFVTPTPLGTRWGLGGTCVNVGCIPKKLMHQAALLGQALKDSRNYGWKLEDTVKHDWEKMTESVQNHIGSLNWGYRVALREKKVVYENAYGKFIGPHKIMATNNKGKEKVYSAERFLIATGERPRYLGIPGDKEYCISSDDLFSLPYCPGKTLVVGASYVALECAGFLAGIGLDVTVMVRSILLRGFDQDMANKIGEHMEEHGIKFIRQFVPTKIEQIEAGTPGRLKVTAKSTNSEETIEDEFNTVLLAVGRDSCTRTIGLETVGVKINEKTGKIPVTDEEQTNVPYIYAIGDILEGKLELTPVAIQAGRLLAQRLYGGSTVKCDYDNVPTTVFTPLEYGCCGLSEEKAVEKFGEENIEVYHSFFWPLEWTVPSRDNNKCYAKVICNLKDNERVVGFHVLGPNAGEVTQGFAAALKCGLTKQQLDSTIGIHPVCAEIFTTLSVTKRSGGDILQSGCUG
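Rat TrxR1 (90 nM in the dispensed reagent) was pre-reduced with 400 uM NADPH for 5 min at room temperature, then incubated with compound for 15 min. After 400 uM selenite was added, NADPH fluorescence (Ex 340/Em 450 nm) was followed for 8 min.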
TrxR1 substrate: qHTS Assay for Substrates of Mammalian Selenoprotein Thioredoxin Reductase 1 (TrxR1): qHTS; Thioredoxin reductase 1, cytoplasmic (Rattus norvegicus), O89049; purified TrxR1 substrate turnover, NADPH consumption readout; Potency, µM (doses to about 114 µM), for inactives: at the top dose activity change, negative = substrate turnover; 390,000 compounds, 0.01% hits; further: potency means the concentration at half of the fitted maximal effect; on the % scale 0 is the no-effect control and ±100 the full control effect; nearly all actives have a fitted effect of over 50% in size
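Rat TrxR1, dispensed at 90 nM, was prereduced with 400 uM NADPH (final) for 5 min at ~22 deg C, then incubated with compound 15 min before 400 uM selenite. A first-read NADPH fluorescence drop versus no-compound background flagged substrates.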
IDH1 R132H inh: qHTS for Inhibitors of mutant isocitrate dehydrogenase 1 (IDH1): qHTS | Isocitrate dehydrogenase [NADP] cytoplasmic (Homo sapiens), O75874 | IDH1-R132H enzyme, NADPH consumption, diaphorase/resazurin fluorescence | Potency, µM (doses to about 76.6 µM), for inactives: top-dose activity change, negative = inhibition, hits mostly inhibitors | 390,000 compounds, 0.093% hits; further: potency means the concentration at half of the fitted maximal effect; on the % scale 0 is the no-effect control and ±100 the full control effect; nearly all actives have a fitted effect of over 65% in size
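IDH1-R132H (0.5 ug/mL dispensed) in pH 7.5 Tris buffer was preincubated 30 min with compound, then given a substrate mix of 0.016 mM NADPH and 2 mM alpha-KG for 80 min at room temperature; remaining NADPH was read by diaphorase/resazurin fluorescence.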
USP1 inh: Inhibitors of USP1/UAF1: Primary Screen | Potency, µM (highest dose often 57.1 µM), without a hit: top-dose activity change, negative = inhibition, usual class: inhibitors | recombinant USP1/UAF1, Ub-Rhodamine cleavage fluorescence | 390,000 compounds, 0.23% hits | Ubiquitin carboxyl-terminal hydrolase 1 (Homo sapiens), O94782; further: potency means the concentration at half of the fitted maximal effect; on the % scale 0 is the no-effect control and ±100 the full control effect; nearly all actives have a fitted effect of over 60% in size; inactives centre near -12
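USP1/UAF1 complex at 1 nM was preincubated with compound for 15 min at room temperature, then Ub-Rho substrate (150nM final) was added. Fluorescence (480/540 nm) was read kinetically, 6 reads every 60 seconds.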
LDHA block: qHTS assay for inhibitors of human lactate dehydrogenase; L-lactate dehydrogenase A chain (Homo sapiens), P00338; purified LDHA, NADH/diaphorase-resazurin fluorescence; stronger effect = lower value; AID 1347041, 2019; activity change, % (values are at about 110 or 230 µM); 480,000 compounds, 0.15% hits; in the data active means activity change below about -30%; inconclusive means mostly about -25% to -30%;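 further: plate controls were DMSO wells for no effect and wells without enzyme for full effect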
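Remaining NADH was detected by diaphorase (0.133 mg/mL) converting 37 µM resazurin to fluorescent resorufin, read at 0 and 20 minutes. The preceding 5-minute room-temperature reaction used 2 nM LDHA, 0.2 mM sodium pyruvate and 0.06 mM NADH at pH 7.4.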
RGS4 inhibitor: Inhibitors of Regulator of G Protein Signaling (RGS) 4: qHTS; Potency, µM (highest dose often 114 µM), without a hit: top-dose activity change, negative = inhibition, most hits filed as inhibitors; 390,000 compounds, 0.039% hits; Regulator of G-protein signaling 4 (Homo sapiens), P49798; Transcreener GDP fluorescence polarization, RGS4-accelerated GTP hydrolysis; AID 504845, 2011; further: potency means the concentration at half of the fitted maximal effect; on the % scale 0 is the no-effect control and ±100 the full control effect; nearly all actives have a fitted effect of over 75% in size; some results filed as inactive show a strong effect at the top dose
Target sequence (P49798 whole entry, looked up): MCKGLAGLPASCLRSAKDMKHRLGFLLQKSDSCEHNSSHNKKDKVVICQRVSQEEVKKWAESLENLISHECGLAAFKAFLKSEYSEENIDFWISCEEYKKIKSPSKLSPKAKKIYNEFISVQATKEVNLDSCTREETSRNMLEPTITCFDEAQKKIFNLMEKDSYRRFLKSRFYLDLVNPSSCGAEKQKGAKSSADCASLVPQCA
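MLSMR compounds (23 nl, pin-transferred) preincubated 10 min at room temperature with a 500nM (2x) first reagent, then RGS4 at 900nM (2x) plus Transcreener GDP mix added; fluorescence polarization (620/688 nm) read before and after 90 min at 30 °C.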
Vif-A3G inh: qHTS for Inhibitors of Vif-A3G Interactions: qHTS; DNA dC->dU-editing enzyme APOBEC-3G (Homo sapiens), Q9HC16; HeLa A3G-eYFP + Vif (tagged APOBEC3G with the HIV-1 protein that degrades it), YFP fluorescence, overnight; Potency, µM (titrated, usually from 46.1 µM), without a hit: at the top dose activity, negative = active, most hits filed as inhibitors; 410,000 compounds, 0.076% hits; AID 602310, 2012;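 further: potency means the concentration at half of the fitted maximal effect; on the % scale 0 is the no-effect control and ±100 the full control effect; nearly all actives have a fitted effect of over 60% in size; hits raise eYFP signal because A3G escapes Vif-driven loss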
Target sequence (Q9HC16 whole entry, looked up): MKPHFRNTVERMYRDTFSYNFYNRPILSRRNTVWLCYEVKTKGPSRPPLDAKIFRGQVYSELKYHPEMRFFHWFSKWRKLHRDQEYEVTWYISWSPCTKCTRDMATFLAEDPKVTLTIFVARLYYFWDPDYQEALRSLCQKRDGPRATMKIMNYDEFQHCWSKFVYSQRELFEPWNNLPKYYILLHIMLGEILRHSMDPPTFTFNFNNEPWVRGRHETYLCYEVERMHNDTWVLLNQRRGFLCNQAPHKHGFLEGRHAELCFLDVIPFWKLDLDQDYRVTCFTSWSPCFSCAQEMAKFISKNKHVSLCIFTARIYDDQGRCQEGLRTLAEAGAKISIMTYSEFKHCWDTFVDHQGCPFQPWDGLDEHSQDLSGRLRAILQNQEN
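HeLa cells stably expressing Vif and C-terminally eYFP-tagged A3G, seeded overnight at 37 deg C, then exposed to compound by pintool overnight at 37 deg C. Rise in yellow fluorescence (Ex 488/Em 500-530, Acumen) marks blocked Vif-driven A3G degradation.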
Glioma ERSR ind: qHTS for Inducers of the Endoplasmic Reticulum Stress Response (ERSR) in Human Glioma: qHTS. 420,000 compounds, 0.02% hits. AID 602332, 2012. U87-MG GRP78 promoter luciferase reporter, 16 h. Potency, µM, for the others: top-dose activation, actives largely listed as activators; further: potency means the concentration at half of the fitted maximal effect; series mostly up to about 76 µM; % of control where 0% means no effect; nearly all actives have a fitted effect of over 35% in size
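ERSR induction read as luciferase luminescence (Bright-Glo, 10 min at room temperature) in stably transfected human U87-MG glioma cells exposed to compounds for 16 h, using GRP78 as sensor.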
The depositor's hits bear a star; [ ] = another dose, or the depositor's remark. Unless noted, the call rests on the fitted dose curve; in most records, active means well fitted curve in the direction sought with a large enough effect; inconclusive means small, poorly fitted or top-dose-only effect, or another doubt; inactive means no such curve, though single readings can be large; an effect the other way counts as inactive or inconclusive. These rows are one share of the data, so the mix of outcomes need not match the whole.

What do the screens show for `COC(=O)c1ccc(Cn2nnc3ccccc32)cc1`?
Vif-APOBEC3F blk: 17%; rTrxR1 inhibitor: 7%; TrxR1 substrate: -5%; IDH1 R132H inh: -3%; USP1 inh: -18%; LDHA block: -8; RGS4 inhibitor: 9%; Vif-A3G inh: 1%; Glioma ERSR ind: -8%

How did CCCC(=O)NC(c1cccc([N+](=O)[O-])c1)c1ccc2cccnc2c1O (stereo not given) do in these assays?
Vif-APOBEC3F blk: -21%; IDH1 R132H inh: -4%; USP1 inh: -14%; LDHA block: 2; Vif-A3G inh: -10%; Glioma ERSR ind: -5%

What do the screens show for `O=C(COC(=O)c1cc[n+]([O-])cc1)Nc1ccc(Cl)cc1Cl`?
Vif-APOBEC3F blk: 3%; rTrxR1 inhibitor: -1%; TrxR1 substrate: -2%; IDH1 R132H inh: 0%; USP1 inh: -18%; LDHA block: -2; RGS4 inhibitor: -17%; Vif-A3G inh: 2%; Glioma ERSR ind: -3%

What do the screens show for `Cc1cc(NC(=O)CCCn2nc([N+](=O)[O-])c(Br)c2C)no1`?
Vif-APOBEC3F blk: 1%; rTrxR1 inhibitor: 32%; TrxR1 substrate: 11%; IDH1 R132H inh: 3%; USP1 inh: -24%; LDHA block: -3; RGS4 inhibitor: 11%; Vif-A3G inh: 1%; Glioma ERSR ind: -1%

What do the screens show for `CCN1CCN(c2sc(S(=O)(=O)CC)nc2S(=O)(=O)c2ccc(C)cc2)CC1`?
Vif-APOBEC3F blk: 2%; IDH1 R132H inh: 2%; USP1 inh: -24%; LDHA block: -5; Vif-A3G inh: 1%; Glioma ERSR ind: -4%

What do the screens show for `CCOC(=O)c1cnc2c(N=Nc3ccccc3)c(N)nn2c1N`?
Vif-APOBEC3F blk: -6%; rTrxR1 inhibitor: -8%; TrxR1 substrate: -6%; IDH1 R132H inh: 4%; USP1 inh: -14%; LDHA block: -13; RGS4 inhibitor: -14%; Vif-A3G inh: -4%; Glioma ERSR ind: 4%

Results for O=C(CC1C(=O)NCCN1Cc1ccccc1)NC1CCCCCC1 (stereo not given) ?
Vif-APOBEC3F blk: -10%; rTrxR1 inhibitor: inconclusive; TrxR1 substrate: -5%; IDH1 R132H inh: 1%; USP1 inh: -17%; LDHA block: 0; RGS4 inhibitor: 8%; Vif-A3G inh: 4%; Glioma ERSR ind: -1%

What do the screens show for `CC1CCc2c(nc3ncnn3c2Nc2ccc(OC(F)(F)F)cc2)C1` (stereo not given)?
Vif-APOBEC3F blk: 2%; rTrxR1 inhibitor: 5%[57.1 µM]; TrxR1 substrate: -7%; IDH1 R132H inh: 4%; USP1 inh: -18%; LDHA block: 1; RGS4 inhibitor: 17%; Vif-A3G inh: -5%; Glioma ERSR ind: -5%

What do the screens show for `Cc1ccc(NC(=O)CN(C)C(=O)C(c2ccccc2)c2ccccc2)cc1`?
Vif-APOBEC3F blk: 3%; rTrxR1 inhibitor: -2%; TrxR1 substrate: -5%; IDH1 R132H inh: 9%; USP1 inh: -17%; LDHA block: -2; RGS4 inhibitor: -40%; Vif-A3G inh: -2%; Glioma ERSR ind: -2%

How did Cc1ccc(C(=O)CC(=O)c2ccc(C(C)(C)C)cc2)cc1 do in these assays?
Vif-APOBEC3F blk: -6%; rTrxR1 inhibitor: 18%; TrxR1 substrate: -3%; IDH1 R132H inh: 9%; USP1 inh: 4%; LDHA block: -5; RGS4 inhibitor: 20%; Vif-A3G inh: -1%; Glioma ERSR ind: -3%

How did Cc1cc(C)nc(NC(=O)C(c2ccccc2)c2ccccc2)c1 do in these assays?
Vif-APOBEC3F blk: -12%; rTrxR1 inhibitor: 10%[57.1 µM]; TrxR1 substrate: 7%[57.1 µM]; IDH1 R132H inh: 2%; USP1 inh: -24%; LDHA block: -1; RGS4 inhibitor: -10%; Vif-A3G inh: -12%; Glioma ERSR ind: -3%

How did CON(c1nc(Cl)nc(N(C)C)n1)S(=O)(=O)c1ccccc1Cl do in these assays?
Vif-APOBEC3F blk: -19%; rTrxR1 inhibitor: 5%; TrxR1 substrate: 11%; IDH1 R132H inh: 7%; USP1 inh: -24%; LDHA block: -4; RGS4 inhibitor: -13%; Vif-A3G inh: inconclusive; Glioma ERSR ind: -8%

Results for CCCn1c(SCC(=O)c2cc(C)n(C3CC3)c2C)n[nH]c1=O ?
Vif-APOBEC3F blk: -3%; rTrxR1 inhibitor: -3%; TrxR1 substrate: -5%; IDH1 R132H inh: 10%; USP1 inh: -16%; LDHA block: -3; RGS4 inhibitor: -15%; Vif-A3G inh: 1%; Glioma ERSR ind: 6%

What do the screens show for `O=C(Cn1cnc2c(oc3ccccc32)c1=O)Nc1ccccc1C(F)(F)F`?
Vif-APOBEC3F blk: -11%; rTrxR1 inhibitor: 0%; TrxR1 substrate: -5%; IDH1 R132H inh: -2%; USP1 inh: -7%; LDHA block: -5; RGS4 inhibitor: 1%; Vif-A3G inh: -8%; Glioma ERSR ind: 3%

Results for O=C(CCCC1=NS(=O)(=O)c2ccccc2N1)N1CCN(c2ccccc2)CC1 ?
Vif-APOBEC3F blk: -5%; rTrxR1 inhibitor: -27%; TrxR1 substrate: 4%; IDH1 R132H inh: 1%; USP1 inh: -10%; LDHA block: 5; RGS4 inhibitor: -14%; Vif-A3G inh: -10%; Glioma ERSR ind: 0%

How did Cc1ccc(SC/C(O)=C(\C#N)c2nc3ccccc3n2C)cc1 do in these assays?
Vif-APOBEC3F blk: -13%; rTrxR1 inhibitor: -6%; TrxR1 substrate: -3%; IDH1 R132H inh: 7%; USP1 inh: -2%; LDHA block: -1; RGS4 inhibitor: -16%; Vif-A3G inh: -21%; Glioma ERSR ind: -5%

Results for O=C(NCCc1ccccc1)c1ccccc1F ?
Vif-APOBEC3F blk: 5%; rTrxR1 inhibitor: 5%[57.1 µM]; TrxR1 substrate: 6%[57.1 µM]; IDH1 R132H inh: -2%; USP1 inh: -2%; LDHA block: -7; RGS4 inhibitor: 30%; Vif-A3G inh: -1%; Glioma ERSR ind: -11%

What do the screens show for `COC(CNC(=O)CN1CCN(Cc2ccccc2F)C1=O)OC`?
Vif-APOBEC3F blk: 8%; rTrxR1 inhibitor: 1%; TrxR1 substrate: -4%; IDH1 R132H inh: -5%; USP1 inh: -15%; LDHA block: -6; RGS4 inhibitor: -11%; Vif-A3G inh: -1%; Glioma ERSR ind: -1%

What do the screens show for `CN(C)S(=O)(=O)c1ccc(C(=O)NNC(=O)C2COc3ccccc3O2)cc1` (stereo not given)?
Vif-APOBEC3F blk: 2%; rTrxR1 inhibitor: 19%; TrxR1 substrate: 5%; IDH1 R132H inh: 0%; USP1 inh: -22%; LDHA block: -1; RGS4 inhibitor: 3%[11.4 µM]; Vif-A3G inh: 0%; Glioma ERSR ind: -5%

How did O=C(Nc1ccccc1C(F)(F)F)N1CCN(c2ccccn2)CC1 do in these assays?
Vif-APOBEC3F blk: -1%; rTrxR1 inhibitor: 1%; TrxR1 substrate: 4%; IDH1 R132H inh: -4%; USP1 inh: -8%; LDHA block: -10; RGS4 inhibitor: 4%; Vif-A3G inh: 1%; Glioma ERSR ind: 0%

What do the screens show for `COCCSc1ccccc1C(=O)Nc1ccc(Br)cc1`?
Vif-APOBEC3F blk: -2%; rTrxR1 inhibitor: 10%; TrxR1 substrate: -8%; IDH1 R132H inh: -5%; USP1 inh: -14%; LDHA block: -1; RGS4 inhibitor: -10%; Vif-A3G inh: 0%; Glioma ERSR ind: 0%

How did O=C(Nc1sc2c(c1C(=O)Nc1ccccc1)CCC2)c1ccc(Br)cc1 do in these assays?
Vif-APOBEC3F blk: 3%; rTrxR1 inhibitor: 56µM*; TrxR1 substrate: 3%; IDH1 R132H inh: 0%; USP1 inh: -4%; LDHA block: -5; RGS4 inhibitor: -24%; Vif-A3G inh: 0%; Glioma ERSR ind: -2%

Results for COC(=O)c1ccccc1C(=O)c1cccc2ccccc12 ?
Vif-APOBEC3F blk: -17%; rTrxR1 inhibitor: 18%; TrxR1 substrate: -2%; IDH1 R132H inh: 12%; USP1 inh: -11%; LDHA block: -1; RGS4 inhibitor: -7%; Vif-A3G inh: inconclusive; Glioma ERSR ind: -6%
